LYP phosphatase – inhibitors of LYP phosphatase, biochemical, fluorescence intensity, uHTS (AID 1779); one-dose inhibition, % at 11.5 µM; IC50 in µM for titrated hits; recombinant LYP phosphatase, fluorescence intensity; higher % means a stronger effect; actives 0.054% (n = 290,000);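 also: plate controls were vehicle with enzyme for no effect and no enzyme for full effect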
HIV peptide binding – inhibitors of HIV fusion peptide binding, primary screen, biochemical, uHTS, fluorescence dequenching (AID 1986); cell-free peptide binding, fluorescence dequenching, 30 min; higher % means a stronger effect; inhibition, % at 20 µM; hits with a dose series show IC50 in µM; actives 0.3% (n = 290,000); in the data active = inhibition mostly above about 52%, no sharp cut-off; inactive = mostly below about 76%; also: some results filed as inactive read as strong as hits
KOR beta-arrestin-1 – kappa opioid receptor activators – cell-based, luminescence, uHTS, primary screen (AID 1777). KOR beta-arrestin recruitment, luminescence; higher % means a stronger effect. activation, % at 10 µM, or EC50 in µM where a hit was titrated. actives 0.02% (n = 280,000); in the data active = activation above about 50%, passing the limit was not always enough; also: a part of the inactive calls stands beside numbers as strong as those of hits
SIAH1 antagonists – Siah-1 peptide-binding antagonists, primary screen, biochemical, fluorescence polarization, rhodamine-plectin, uHTS (AID 1817). Siah-1 / rhodamine-plectin peptide fluorescence polarization; higher % means a stronger effect. displacement, % at 20 µM, or IC50 in µM where a hit was titrated. actives 0.02% (n = 290,000);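 active = displacement of at least 50% at 20 µM, with a fluorescence ratio check between 0.3 and a set limit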;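 also: plate controls were Siah plus tracer with DMSO for no effect and tracer alone without Siah for full effect; strong numbers were not always called active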
Salmonella PhoP GFP – PhoP-dependent GFP reporter repression – Salmonella Typhimurium, primary screen (AID 1863); actives 0.16% (n = 300,000); one-dose inhibition, % at 50 µM; IC50 in µM for titrated hits; S. Typhimurium PhoP-regulated promoter GFP reporter, 4 h; higher % means a stronger effect;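 active = inhibition over 29.93%, a cutoff 3 SD above the screen mean, later confirmed by dose response; inconclusive = inhibition over 29.93% but no dose response follow-up; inactive = inhibition at most 29.93% or unconfirmed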;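 also: 0% = low Mg2+ inducing control and 100% = high Mg2+ repressing control; strong numbers were not always called active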
NOD2 inhibition – NOD2 signaling inhibitors, cell-based, luminescence, uHTS, HEK293 (AID 1566); HEK293 NOD2/NF-kB luciferase reporter, luminescence; higher % means a stronger effect; one-dose inhibition, % at 4 µM; EC50 in µM for titrated hits; actives 0.63% (n = 290,000); also: many of its hits are not listed in these tables
KOR beta-arrestin-2 – kappa opioid receptor blockers – cell-based, luminescence, uHTS (AID 1778); actives 0.091% (n = 290,000); one-dose inhibition, % at 10 µM; IC50 in µM for titrated hits; KOR beta-arrestin recruitment, luminescence, antagonist mode; higher % means a stronger effect; also: strong numbers were not always called active
Myeloid diff 2 – compounds promoting myeloid differentiation; ER-HoxA9 myeloid progenitors, lysozyme-GFP differentiation, flow cytometry; calls only at 10 µM; actives 1% (n = 360,000);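 active = normalized GFP-positive differentiation at or above the plate's own cutoff, the solvent-only control mean plus 3 SD; inconclusive = no clear call, values can overlap the other calls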;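 also: cells exposed to compound for four days before flow analysis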
NOD1 NF-kB reporter – NOD1 signaling inhibitors, primary screen, cell-based, luminescence, uHTS (AID 1578); one-dose inhibition, % at 4 µM; EC50 in µM for titrated hits; NOD1-driven NF-kB luciferase reporter cells, luminescence; higher % means a stronger effect; actives 1% (n = 290,000); in the data active = inhibition mostly above about 36%, no sharp cut-off; inactive = mostly below about 34%;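 also: HEK-293T reporter cells stimulated with the NOD1 agonist gamma-tri-DAP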
Myeloid diff 2 GFP+ MAC1+ % – second read-out of Myeloid diff 2, no call of its own (marks repeat the call); GFP+ MAC1+ double positive, %; measured here: differentiation confirmed by MAC1 staining
The depositor's hits bear a star; i = inactive; ? = inconclusive; nt = no result given; [ ] = dose if it differs, or a comment. Rule as the data show it, unless noted: active = inhibition above about 50%; inactive = the rest.

compound	NOD2 inhibition	LYP phosphatase	Myeloid diff 2	Myeloid diff 2 GFP+ MAC1+ %	NOD1 NF-kB reporter	Salmonella PhoP GFP	KOR beta-arrestin-2	SIAH1 antagonists	KOR beta-arrestin-1	HIV peptide binding
COc1ccc(C(=O)CSc2nnc(-c3cnccn3)n2Cc2ccco2)cc1	4.7%	-2.4%	i	0.2	0.0%	-2.3%	18.2%	1.0%	-1.3%	-1.9%
Cc1ccc(NC(=S)N2CCC(c3nc4ccccc4s3)CC2)cc1	-10.2%	4.4%	i	2.4	10.4%	6.2%	2.4%	-4.3%	-0.6%	-2.5%
COC(=O)c1cc(NC(=S)NCc2ccc(Cl)cc2)cc(C(=O)OC)c1	5.3%	-0.1%	i	0.6	-33.7%	-3.8%	0.7%	10.1%	0.9%	2.0%
O=C(O)CCCC(=O)Nc1ccccc1SCCS(=O)(=O)c1ccc(Cl)cc1	-5.9%	-9.3%	i	1.3	-6.7%	7.3%	2.1%	1.6%	10.7%	-1.8%
CC(=O)c1cccc(NC(=O)N2CCCC2C(=O)Nc2ccc3c(c2)OCO3)c1 (stereo not given)	3.5%	-10.9%	i	0.1	-18.5%	-2.0%	-2.4%[20 µM]	0.4%	-5.3%	0.0%
CCC1=C(OC(=O)N(CC)CC)N2C(=O)OC(=NCC(=O)OC)[C@]2(C)[C@H]2C1=CC[C@H]1C(=O)N(CC(=O)OC)C(=O)[C@H]12	1.7%	-8.9%	i	2.7	-10.4%	-3.9%	0.8%	4.7%	2.3%	-0.2%
CCOC(=O)c1sc(/N=C/Nc2nc(C)c(C(=O)OCC)s2)nc1C	8.9%	-12.8%	i	1.7	11.8%	2.2%	-18.4%	-3.6%	-3.3%	2.4%
CCOC(=O)c1c(NC(=O)CN2CCCCC2)sc2c1CCN(C(=O)OCC)C2	1.8%	1.2%	i	13.6	16.0%	-10.5%	30.4%	-0.1%	-2.0%	0.7%
Cc1ccc(-c2nc3cc(NS(=O)(=O)c4ccc(C)cc4)ccc3o2)cc1	17.6%	1.0%	i	0.7	2.4%	1.3%	-3.1%	0.4%	18.3%	-3.3%
Cc1noc(C)c1S(=O)(=O)N1CCCC(C(=O)NCCC2=CCCCC2)C1 (stereo not given)	6.8%	-2.3%	i	0.6	6.9%	-3.3%	-6.0%	1.5%	-4.2%	-2.3%
CC(C)(C)OC(=O)N1C[C@H](O)C[C@H]1C(=O)OCC(=O)c1ccc([N+](=O)[O-])cc1	0.6%	-4.7%	i	6.4	-12.6%	-2.8%	-17.1%	-2.0%	1.6%	0.4%
COc1ccc(C(=O)NCC(=O)Nc2cccc(S(=O)(=O)NCc3ccco3)c2)cc1OC	15.1%	-3.6%	i	0.2	-20.7%	20.0%	25.1%	-8.7%	-8.1%	5.2%
CCCCNS(=O)(=O)c1ccc2nc(SCC(=O)N3CC(C)OC(C)C3)[nH]c2c1 (stereo not given)	6.1%	-4.7%	i	0.9	-0.3%	-0.2%	1.0%	-2.2%	7.5%	-0.3%
O=c1ncn(-c2ccccc2C(F)(F)F)c2ncccc12	-7.6%	-2.2%	i	0.0	-36.9%	2.2%	-22.8%	4.2%	1.1%	0.4%
CCOC(=O)NC(=O)c1cn(Nc2ncc(C(F)(F)F)cc2Cl)c(=O)[nH]c1=O	9.5%	-6.6%	i	0.7	2.2%	-1.4%	-4.9%	-1.7%	-4.1%	-0.3%
CCOc1ccccc1NC(=O)CN1C(=O)COc2ccccc21	2.3%	-7.8%	i	0.5	-9.5%	-2.2%	8.3%[20 µM]	-3.5%	nt	-1.2%

Four of these compounds in a different format:
CCC1=C(OC(=O)N(CC)CC)N2C(=O)OC(=NCC(=O)OC)[C@]2(C)[C@H]2C1=CC[C@H]1C(=O)N(CC(=O)OC)C(=O)[C@H]12
  NOD2 inhibition: 1.7% | LYP phosphatase: -8.9% | Myeloid diff 2: i | Myeloid diff 2 GFP+ MAC1+ %: 2.7 | NOD1 NF-kB reporter: -10.4% | Salmonella PhoP GFP: -3.9% | KOR beta-arrestin-2: 0.8% | SIAH1 antagonists: 4.7% | KOR beta-arrestin-1: 2.3% | HIV peptide binding: -0.2%
Cc1noc(C)c1S(=O)(=O)N1CCCC(C(=O)NCCC2=CCCCC2)C1 (stereo not given)
  NOD2 inhibition: 6.8% | LYP phosphatase: -2.3% | Myeloid diff 2: i | Myeloid diff 2 GFP+ MAC1+ %: 0.6 | NOD1 NF-kB reporter: 6.9% | Salmonella PhoP GFP: -3.3% | KOR beta-arrestin-2: -6.0% | SIAH1 antagonists: 1.5% | KOR beta-arrestin-1: -4.2% | HIV peptide binding: -2.3%
CCCCNS(=O)(=O)c1ccc2nc(SCC(=O)N3CC(C)OC(C)C3)[nH]c2c1 (stereo not given)
  NOD2 inhibition: 6.1% | LYP phosphatase: -4.7% | Myeloid diff 2: i | Myeloid diff 2 GFP+ MAC1+ %: 0.9 | NOD1 NF-kB reporter: -0.3% | Salmonella PhoP GFP: -0.2% | KOR beta-arrestin-2: 1.0% | SIAH1 antagonists: -2.2% | KOR beta-arrestin-1: 7.5% | HIV peptide binding: -0.3%
CCOC(=O)c1c(NC(=O)CN2CCCCC2)sc2c1CCN(C(=O)OCC)C2
  NOD2 inhibition: 1.8% | LYP phosphatase: 1.2% | Myeloid diff 2: i | Myeloid diff 2 GFP+ MAC1+ %: 13.6 | NOD1 NF-kB reporter: 16.0% | Salmonella PhoP GFP: -10.5% | KOR beta-arrestin-2: 30.4% | SIAH1 antagonists: -0.1% | KOR beta-arrestin-1: -2.0% | HIV peptide binding: 0.7%

(list continues)
compound	NOD2 inhibition	LYP phosphatase	Myeloid diff 2	Myeloid diff 2 GFP+ MAC1+ %	NOD1 NF-kB reporter	Salmonella PhoP GFP	KOR beta-arrestin-2	SIAH1 antagonists	KOR beta-arrestin-1	HIV peptide binding
O=C(Nc1ccccc1C(F)(F)F)c1cc2ccccc2o1	-80.5%	-6.3%	i	0.3	-96.1%	-2.3%	-4.9%[20 µM]	3.6%	-4.9%	-0.6%
CCOc1cc(/C=C(\C#N)C(=O)Nc2cccc(C(=O)O)c2)ccc1OCc1ccccc1Cl	4.1%	-2.4%	i	3.3	-18.4%	-6.8%	-57.4%	4.0%	6.6%	68.6%
CC(C)CNC(=O)COC(=O)CCC(=O)c1ccc(F)cc1	3.1%	-6.6%	i	1.8	-13.8%	11.3%	8.2%	0.6%	-8.5%	1.3%
COc1cccc(/C=C2\SC(=S)N(CC3CCCO3)C2=O)c1 (stereo not given)	10.0%	1.9%	i	0.2	-22.0%	-13.2%	-17.3%	-1.7%	0.4%	1.0%
CC(C)N(CCNC(=O)c1cn(C)c2ccc(S(=O)(=O)N(C)C)cc2c1=O)Cc1ccccc1	21.4%	-9.7%	i	2.7	20.6%	7.2%	-40.6%	-8.3%	-4.0%	1.3%
Cc1ccc(S(=O)(=O)NCCc2ccncc2)cc1[N+](=O)[O-]	12.0%	-11.3%	i	0.8	0.1%	nt	23.1%	7.8%	-5.0%	0.3%
COc1cc(S(=O)(=O)NC2CCCC2)ccc1Cl	3.2%	-7.8%	i	0.5	-18.2%	-1.9%	12.3%	2.3%	-3.9%	-2.1%
Cc1ccc(N(CC(=O)Nc2cc(C)cc(C)c2)S(=O)(=O)c2cccc3nonc23)cc1	-121.3%	-4.8%	i	7.7	34.2%	-1.3%	16.2%	4.2%	-7.9%	1.5%
O=C(c1ccc2c(c1)OCCO2)C1CCN(C(=O)Nc2ccc(F)cc2)CC1	14.2%	0.4%	i	0.6	7.8%	8.6%	12.2%	2.6%	4.2%	-1.2%
CC(OC(=O)CNC(=O)c1ccc2c(c1)OCO2)C(=O)NCCC1=CCCCC1 (stereo not given)	4.9%	-9.2%	i	0.3	-14.6%	-4.2%	3.4%	1.5%	4.8%	-1.5%
Cn1c(SCC(=O)Nc2cc(=O)n(C)c(=O)n2C)nnc1-c1cccs1	-5.3%	-4.2%	nt	nt	-13.6%	nt	10.7%	0.1%	0.0%	-0.5%
CCn1c(O)c(N=NC(=S)NCC2CCCO2)c2ccccc21 (stereo not given)	-132.8%	-5.1%	i	0.6	1.3%	-3.6%	60.6%*	-6.1%	-9.4%	-1.9%
CCCn1c(NCc2ccco2)nc2ccccc21	-7.2%	0.7%	i	4.8	-16.4%	11.0%	-6.1%	3.9%	1.2%	0.3%
O=S(=O)(Nc1ccccc1N1CCOCC1)c1ccc(Cl)s1	-6.0%	-3.3%	i	0.7	-18.6%	18.7%	-30.4%	1.8%	-1.7%	1.2%
CCC(C)[C@H](NC(=O)N1CC(=O)Nc2ccccc21)C(=O)Nc1ccccc1C (stereo not given in full)	12.3%	-3.5%	i	1.6	-13.5%	-12.1%	11.9%	12.2%	4.8%	1.6%
Cc1ccc2nnnc(-c3ccccc3)c2c1	15.7%	-3.2%	?	nt	-32.7%	18.8%	16.1%	-2.3%	-2.6%	-0.3%
Cc1cc(C)c(S(=O)(=O)c2ccccc2Cl)c(Cl)n1	17.0%	-7.6%	i	0.1	-19.8%	20.1%	-16.8%	10.1%	2.3%	2.1%
COC(=O)c1sccc1OCc1cccc(OC)c1	-3.5%	-7.7%	i	0.4	-34.0%	-2.9%	-5.9%	2.9%	-10.5%	-0.5%
[O-][n+]1onc2c3ccnnc3ccc21	8.8%	-1.0%	i	1.2	-20.4%	-1.8%	6.9%	2.4%	0.3%	3.1%
CCOC1C(=O)NC(=O)N1Cc1ccccc1 (stereo not given)	7.9%	-6.9%	i	1.5	-2.7%	7.6%	-13.5%[20 µM]	1.5%	3.3%	1.5%
COc1ccc(S(=O)(=O)CCC(=O)NCCc2cccc(C)c2)cc1	7.7%	-8.9%	i	9.5	-1.1%	-3.3%	18.3%	1.7%	-4.7%	-0.5%
CCCC(=O)Nc1c(-c2ccccc2)c(=O)c(C)nn1-c1ccc(C)cc1	4.3%	-2.4%	i	0.6	-6.3%	-3.3%	1.0%	0.4%	nt	-2.5%
CCn1c(N2CCN(C(=O)c3ccco3)CC2)nc2ccccc21	15.2%	-7.2%	i	0.4	-28.7%	-4.5%	-6.3%	3.0%	-1.8%	0.0%
C(#Cc1ccccc1)CN1CCOCC1	9.6%	-8.3%	i	0.1	-14.0%	2.8%	-10.9%	18.5%	-2.7%	0.2%
Cc1ccc(-n2ncc3c(N4CCCC(C)C4)ncnc32)c(C)c1 (stereo not given)	-123.1%	0.7%	i	1.7	-8.5%	-3.1%	11.8%	4.0%	2.5%	-1.3%
CCC(C)c1ccc(NC(=S)NCc2ccccc2OC)cc1 (stereo not given)	14.0%	0.3%	i	0.1	-12.3%	1.9%	-41.8%[20 µM]	-3.4%	2.5%	-1.6%
CC(C#N)(Nc1ccc(Cl)cc1)c1cccnc1 (stereo not given)	-17.1%	-5.1%	i	0.3	-26.1%	8.0%	nt	6.3%	-2.2%	1.1%
C=CCOc1ccc(C(=O)n2cc(C(=O)OC)c3ccccc32)cc1	-0.2%	-0.8%	nt	nt	0.0%	-0.7%	-45.9%	0.7%	5.8%	0.8%
O=C(Nc1cccc(NC(=O)c2ccco2)c1)c1ccccc1	11.1%	-8.8%	i	0.7	33.6%	4.6%	24.7%	2.3%	1.1%	1.8%
CCC(=O)Nc1sc2c(c1C#N)CCC2	4.8%	-12.0%	i	0.7	9.0%	-4.1%	-34.3%	-10.9%	5.9%	1.1%

An excerpt, so the mix of outcomes need not match the whole.
